# NCI-60 one-dose screen, 48 h, at 10 µM unless noted. Numbers give growth in % (100 = growth as untreated, 0 = no growth, -100 = all killed).
# UO-31 = UO-31 renal cancer; 5.2% of 81,000 active
# IGROV1 = IGROV1 ovarian cancer; 4.7% of 79,000 active
# SN12C = SN12C renal cancer cells | 3.8% of 81,000 active | AID 1794767
# OVCAR-5 = OVCAR-5 ovarian cancer. 2.9% of 82,000 active
# 786-0 = 786-0 renal cancer cells; 5.1% of 81,000 active; AID 1794775
# OVCAR-4 = OVCAR-4 ovarian cancer cells. 3.7% of 80,000 active. AID 1794784
# TK-10 = TK-10 renal cancer cells | 3.9% of 81,000 active | AID 1794769
# SK-OV-3 = SK-OV-3 ovarian cancer cells; 3.2% of 80,000 active
# * marks the source's active call; other numbers are inactive results; · = no result given. How the source made its calls: active means growth percent below 10; inactive means the rest.
molecule,UO-31,IGROV1,SN12C,OVCAR-5,786-0,OVCAR-4,TK-10,SK-OV-3
O=C1Nc2ccccc2/C1=C/C(=O)c1ccc(N2CCOCC2)cc1,60,70,94,97,94,·,102,106
O=c1nc2n(nc1/C=C/c1ccco1)CC(c1ccc(Cl)cc1)=NN2,64,8.5*,136,122,96,95,104,93
C(CCSC1=NCCN1)CSC1=NCCN1,77,106,96,94,92,109,100,96
COc1ccc(Cc2nn(CC(=O)N/N=C/c3ccc(C)cc3)c(=O)c3c(C)noc23)cc1,82,97,103,108,97,99,111,107
O=C(CN1C(=O)NC(c2ccccc2)(c2ccccc2)C1=O)c1ccc(N2CCC(c3ccccc3)CC2)cc1,59,112,·,104,114,91,99,98
Cc1nc2ccc(Br)cn2c1-c1nnc(SCc2ccccc2)o1,71,84,92,122,87,88,138,·
Cc1cccc2c1CC1(C2=O)C2C=CC(C2)S1=O (stereo not given),81,104,96,110,100,103,103,108
COc1ccc(CN2C(=O)/C(=C\c3cc(OC)c(OC)c(OC)c3)c3cc(OC)ccc32)cc1,6.0*,-9.3*,18,15,9.8*,27,11,7.9*
COc1ccc(/C=C(\C#N)c2ccccc2)cc1,86,88,87,92,102,86,·,114
O=C1CCC(N2C(=O)c3cccc(NCCOCCOCCNC(=O)c4cc5c(o4)C(=O)c4ccccc4C5=O)c3C2=O)C(=O)N1 (stereo not given),51,-16*,-91*,-91*,18,-94*,36,·

# New compounds follow:
molecule,UO-31,IGROV1,SN12C,OVCAR-5,786-0,OVCAR-4,TK-10,SK-OV-3
CC1CN(c2c(F)c(N)c3c(=O)c(C(=O)O)cn(C4CC4)c3c2F)C[C@H](C)N1 (stereo not given in full),76,98,98,100,97,113,108,112
CC1(C)CC[C@]23CC[C@]4(C)[C@H](CC[C@@H]5[C@@]6(C)CCCN(CO)C(C)(C)[C@@H]6CC[C@]54C)[C@H]2[C@H]1OC3,77,69,90,96,84,86,129,118
Cc1ccc(CNc2ccc(Cl)cc2)cc1,80,97,99,97,98,96,105,98
COc1ccc(-c2cc(C(=O)N3N=C(c4ccccc4)CC3c3cc(-c4ccccc4)nn3-c3ccccc3)c3ccccc3n2)cc1 (stereo not given),88,96,98,104,98,104,131,91
O=C(Nc1cccc(-n2cc(-c3ccncc3)c(-c3ccc(Cl)c(O)c3)n2)c1)c1ccccc1,83,88,79,115,76,41,109,80
c1ccc(-c2[nH]c3ccccc3c2-c2ccccc2)cc1,89,120,92,92,84,78,107,95
O=c1c2ccccc2n(-c2ccccc2)c2ccccc12,95,123,111,109,104,120,103,104
O=C(NO)Nc1ccccc1C(=O)O,88,104,104,112,98,93,119,112
NC1=NC(c2ccc(Sc3ccc(Cl)cc3)cc2)n2c(nc3ccccc32)N1 (stereo not given),74,73,91,96,·,96,77,87
COC(=O)[C@H]1CCCN1C(=O)C1CCCN1C(=O)[C@H](Cc1ccccc1)NC(=S)Nc1cc(C(F)(F)F)cc(C(F)(F)F)c1 (stereo not given in full),71,84,73,94,86,77,93,116

# Additional entries
molecule,UO-31,IGROV1,SN12C,OVCAR-5,786-0,OVCAR-4,TK-10,SK-OV-3
Cc1cn(C2CC(N=[N+]=[N-])C(COP(=O)(O)OP(=O)(O)OP(=O)(O)O)O2)c(=O)[nH]c1=O (stereo not given),99,75,124,93,95,108,113,104
N#Cc1c(N2CCOCC2)[nH]n(C2=Nc3ccccc3Sc3ccccc32)c1=O,88,98,104,102,99,110,105,95
O=S(=O)(Oc1ccc(-c2cnc3ccccc3n2)cc1)c1ccc2ccccc2c1,119,·,92,109,96,·,94,103
COc1ccc(C2N(c3cccc(Cl)c3)N=C(C(C)=O)N2[C@@H]2[C@@H](OC(C)=O)O[C@@H](COC(C)=O)[C@H](OC(C)=O)[C@H]2OC(C)=O)cc1 (stereo not given in full),44,91,77,85,78,64,100,100
CC(=O)c1cccc(N(C)S(=O)(=O)c2ccc(C)cc2)c1,82,82,103,91,94,88,90,109
Cc1ccc(/C=C(/C#N)C(N)=O)cc1,89,94,102,104,97,91,96,94
Cc1cc(N=Nc2cccc(S(=O)(=O)O)c2C)c(N)cc1N,98,110,116,93,111,102,100,99
CCC(C)C1NC(=O)C(CCCCN)NC(=O)C(CCCCN)NC(=O)C(CC(C)C)NC(=O)C(CCCCN)NC(=O)C(C(C)CC)NC(=O)C(C(C)C)NC(=O)C(C(C)CC)NC(=O)C(CCCCN)NC(=O)C(CCCCN)NC(=O)C(C)NC(=O)C(CCCCN)NC(=O)C(CC(C)C)NC1=O (stereo not given),15,24,12,67,21,23,20,26
Cc1c(CNC(=O)CN2CCN(c3ccccc3)CC2)nn(-c2ccccc2)c1CC(C)C,67,92,94,98,102,102,84,87
Cc1ccc(Nc2nc(N)nc3c2CCc2occc2-3)cc1C,65,94,89,111,80,88,89,102

# Carrying on:
molecule,UO-31,IGROV1,SN12C,OVCAR-5,786-0,OVCAR-4,TK-10,SK-OV-3
Cc1ccc(C)c2sc(NN)nc12,69,76,105,114,106,95,150,104
O=[N+]([O-])c1ccc(S(=O)(=O)N/N=C/CCc2ccccc2)cc1,·,·,101,105,103,113,111,111
CCN1CCN(C(=S)SC(SC(=S)N2CCN(CC)CC2)C(=O)c2nnn(-c3ccc([N+](=O)[O-])cc3)c2C)CC1,67,88,88,102,103,96,89,79
N=c1sc2ccccc2n1CC(=O)O,86,107,94,110,101,115,97,106
CCC(C)n1c(C)cc(=O)n1C(C)CC (stereo not given),83,111,109,99,99,94,107,114
CC(=O)c1ccc(NC(=O)CS(=O)(=O)c2nnc3n(Cc4ccccc4)c(=O)c4c(C)c(C(N)=O)sc4n23)cc1,79,113,107,103,106,110,126,99
C=C1CC[C@H]2[C@@](C)(CCC3OC(c4ccc(OCc5cn(CCOC6OC(COC(C)=O)C(OC(C)=O)C(OC(C)=O)C6OC(C)=O)nn5)cc4)OC[C@]32C)[C@@H]1/C=C/C1=CCOC1=O (stereo not given in full),69,94,97,100,101,105,143,100
FC(F)(F)c1ccc(-c2ncc(-c3ccc(C(F)(F)F)cc3)c(NCc3cc(C(F)(F)F)cc(C(F)(F)F)c3)n2)cc1,37,66,34,79,54,81,87,82
COc1ccc(-n2nnc(N)c2-c2cc(OC)c(OC)c(OC)c2)cc1,63,103,92,94,85,89,104,103
O=C(NCCc1c[nH]c2ccccc12)c1ccc(S(=O)(=O)NCc2ccco2)cc1,92,67,95,93,101,99,104,99

# Other structures:
molecule,UO-31,IGROV1,SN12C,OVCAR-5,786-0,OVCAR-4,TK-10,SK-OV-3
O=C(Nc1ccccc1O)C1C(=O)C(=O)N(c2ccccc2O)C1=O (stereo not given),76,51,109,94,98,84,135,107
COC(=O)c1ccc2nc(-c3cc4ccccc4n3C)n(CCCCOc3cc4c(cc3OC)C(=O)N3CCC[C@H]3C=N4)c2c1,-57*,-68*,3.6*,-1.2*,8.8*,-24*,-18*,30
C#CCSC(=N)N,88,98,92,111,105,100,129,106
Oc1c(-c2nnc(-c3ccccc3Cl)o2)sc2nnc(-c3ccccc3)c(-c3ccccc3)c12,·,·,·,85,61,·,59,62
N#Cc1ccc2[nH]c3nccc(NCc4ccccc4)c3c2c1,74,68,90,108,98,108,92,68
CC1O[C@@H](OCC2O[C@@H](Oc3c(-c4ccc(O)cc4)oc4cc(O)cc(O)c4c3=O)[C@@H](O)C(O)[C@@H]2O)C(O)[C@@H](O)[C@H]1O (stereo not given in full),93,111,117,107,102,108,105,94
CCOC(=O)/C(C#N)=C/c1cccc2ccc3ccccc3c12,86,93,94,89,95,109,87,89
COc1cc(CNC(=O)/C=C/C=C/c2ccc3c(c2)OCO3)ccc1OCc1cn(-c2cccc(Cl)c2)nn1,102,79,82,87,56,77,86,89
CNc1ccccc1C(=O)OC,90,104,94,95,100,108,101,112
C=CCC(OC(C)=O)c1cccc(OC)c1OC (stereo not given),90,106,104,108,115,106,104,105

# The final 6 records of the part above are carried over, then new ones follow.
molecule,UO-31,IGROV1,SN12C,OVCAR-5,786-0,OVCAR-4,TK-10,SK-OV-3
N#Cc1ccc2[nH]c3nccc(NCc4ccccc4)c3c2c1,74,68,90,108,98,108,92,68
CC1O[C@@H](OCC2O[C@@H](Oc3c(-c4ccc(O)cc4)oc4cc(O)cc(O)c4c3=O)[C@@H](O)C(O)[C@@H]2O)C(O)[C@@H](O)[C@H]1O (stereo not given in full),93,111,117,107,102,108,105,94
CCOC(=O)/C(C#N)=C/c1cccc2ccc3ccccc3c12,86,93,94,89,95,109,87,89
COc1cc(CNC(=O)/C=C/C=C/c2ccc3c(c2)OCO3)ccc1OCc1cn(-c2cccc(Cl)c2)nn1,102,79,82,87,56,77,86,89
CNc1ccccc1C(=O)OC,90,104,94,95,100,108,101,112
C=CCC(OC(C)=O)c1cccc(OC)c1OC (stereo not given),90,106,104,108,115,106,104,105
Nc1ccc(CCc2ccccc2)cc1,55,101,71,105,68,78,88,124
c1ccc(CNCc2ccc(CNCc3ccccc3)cc2)cc1,48,100,100,108,88,85,98,99
O=C1C=C(Sc2ccc3ccccc3c2)C(=O)c2ccccc21,49,81,104,120,106,86,92,96
Cc1ccc(C(=O)N2CCn3c(nnc3C(F)(F)F)C2)cc1,88,106,98,103,113,101,99,214
O=C1/C(=C/c2cccc(OCc3ccc(Cl)cc3)c2)N=C2SCCCN12,88,105,95,114,97,92,109,115
CCOC(=O)c1nnn(-c2nonc2N)c1-c1cc(OC)c(OC)c(OC)c1,92,107,106,106,118,106,98,105
CC(=O)Oc1cc(O)c2c(=O)c(OC(C)=O)c(-c3ccc(OC(C)=O)c(OC(C)=O)c3)oc2c1,65,100,76,74,76,·,105,84
Clc1ccc(/C=C/c2cc(/C=C/c3ccc(Cl)cc3Cl)nc3ccccc23)cc1,69,96,94,96,94,101,129,111
NC1=NC(c2ccc(Cl)cc2)c2c(n[nH]c2N)N1 (stereo not given),85,77,103,102,106,·,110,92
Cc1nnc(/N=C2\NC(=O)CS2)s1,89,108,99,98,94,101,86,97

# Further structures.
molecule,UO-31,IGROV1,SN12C,OVCAR-5,786-0,OVCAR-4,TK-10,SK-OV-3
COc1ccc2c(c1)O/C(=C\c1cccc(OCC(=O)c3ccc([N+](=O)[O-])cc3)c1)C2=O,·,·,99,100,101,90,101,97
CC(O)C(NC(=O)C(Cl)Cl)C(=O)O (stereo not given),85,110,104,·,102,99,108,104
Cn1nc(N)c2ncc(-c3ccc(Cl)cc3)nc21,56,84,74,94,101,98,107,87
CCOC(=O)c1nn(C2CCCCO2)c2ccc(NC(=O)CN3CCCC3)cc12 (stereo not given),84,102,99,99,93,99,103,·
CCCCCC1C(=O)N2C=C(c3ccccc3)c3ccccc3N2C1=O (stereo not given),96,102,111,89,100,98,105,98
CC1=C(NCCN2CCCC2)C(=O)c2c(OCc3ccccc3)cccc2C1=O,63,94,85,97,84,87,100,96
Cc1ccc2c(c1)C(C)(C)CCC2C (stereo not given),91,·,100,97,97,102,104,104
Nc1c(C(=O)c2ccc(Cl)cc2)sc2nc3c(cc12)CCCC3,77,97,101,98,87,111,84,91
CCN1CCN(c2ccc3c4c(cccc24)C(=O)N(c2ccc(/C(=C(\C)c4ccccc4)c4ccccc4)cc2)C3=O)CC1,77,81,79,94,94,70,121,111
COc1ccc(N=Nc2c(N)nn3c(-c4ccc(OC)c(OC)c4)c4c(N)c(C(C)=O)c(-c5ccccc5)nc4nc23)cc1,77,77,97,108,106,91,111,84

# Later entries
molecule,UO-31,IGROV1,SN12C,OVCAR-5,786-0,OVCAR-4,TK-10,SK-OV-3
CCOC(=O)[C@@]1(C#N)CC2CCC1C2 (stereo not given in full),98,93,106,97,80,164,122,111
Cc1cc2cc3cc(C)c(N(C)C)cc3[n+](C)c2cc1N(C)C,62,-3.4*,11,63,27,39,-17*,20
Nc1ccc(NS(=O)(=O)c2ccccc2)cc1,84,120,96,109,100,108,103,104
OC(c1ccccc1)C(NCc1ccccc1)c1ccccc1 (stereo not given),92,97,104,89,87,94,·,101
CCOC(=O)Cn1c(COc2cccc3ccccc23)nc2ccccc21,57,72,81,78,98,80,89,83
CCC#CC[C@H](O)C/C=C1/C(=O)C=C[C@@H]1C/C=C\CCCC(=O)OC,-65*,14,·,32,-28*,29,2.3*,35
CCOC(=O)/C=C1\S/C(=N\Nc2cc(=O)[nH]c3ccc(C)cc23)N(c2ccccc2)C1=O,81,112,100,100,97,101,109,97
COc1ccc(N=Nc2cc(OC)c(N)cc2OC)cc1,54,80,90,106,102,109,95,91
COc1cc(CO)ccc1O,86,102,100,91,107,118,101,100
O=C(O)c1cccc(-c2nc(N3CCOCC3)c3ccccc3n2)c1,89,96,100,88,103,90,94,109

# More results follow:
molecule,UO-31,IGROV1,SN12C,OVCAR-5,786-0,OVCAR-4,TK-10,SK-OV-3
CC(C)C[C@H](NC(=O)OCc1ccccc1)C(=O)NCc1cn(CC(=O)O)nn1,86,110,94,·,109,105,106,106
O=C(Cn1nnc2ccccc21)N/N=C/c1ccc(O)cc1O,38,61,70,71,63,53,61,35
Cc1nc(Nc2ccc(NC(=S)Nc3ccccc3)cc2)nc2nc(Nc3ccc(S(=O)(=O)O)cc3)[nH]c(=O)c12,79,72,109,103,103,113,125,98
COc1cc(/C=C/C(=O)c2cc(-c3ccc(C(F)(F)F)cc3)ccc2O)cc(OC)c1OC,47,75,67,100,80,65,98,82
COc1cc(OC)c(C(=O)/C=C/c2ccc(OC)c(OC)c2)c(OC)c1,79,85,98,120,108,87,108,101
CC(=O)OC(OC(C)=O)C(CSC#N)SC#N (stereo not given),82,100,93,98,98,99,124,86
